# Screening data from PubChem BioAssay.
# P. falciparum M1AAP: malaria alanyl aminopeptidase activity blockers – biochemical, fluorogenic H-Leu-NHMec substrate, 1536-well (AID 1445); 220,000 tested, 0.42% active; one-dose inhibition, % at 30 µM; IC50 in µM for titrated hits; recombinant M1AAP, H-Leu-NHMec fluorogenic kinetic assay; higher % means a stronger effect;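 active means primary inhibition above the hit cutoff, then over 50% inhibition at one or more dose response concentrations, cut at about 23% in these data, passing the limit was not always enough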;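 further: plate controls were DMSO full reaction for no effect and no enzyme background for full effect; strong numbers were not always called active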
# Autophagy HCS: alters autophagy in cells. MEF GFP-LC3 puncta imaging; test concentration mostly 10 µM. calls only at 10 µM (by protocol). 190,000 tested, 0.98% active;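 active means percentage of spot-positive cells more than 3 SD above its plate mean, without a fluorescence outlier flag or 80% toxicity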;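 further: spot-positive cell cutoff set from DMSO-treated cells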
# T cell modulator: T cell immune modulation candidate; 2C CD8+ T cell-vesicle binding, flow cytometry; hits give low values; 330,000 tested, 0.068% active; calls only at 7 µM; AID 2052;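 active means response, share of CD8 T cells binding vesicles, and their 90th percentile fluorescence all below set limits, cut at about 80% in these data, passing the limit was not always enough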
#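 Material: murine 2C transgenic CD8+ T lymphocytes / Also added: QL9-peptide-loaded Drosophila micro-vesicles bearing Ld, ICAM-1 and B7-1 / Schedule: binding step 1.5 h, 37 °C, antibody labelling 20 min, ice / Signal: flow cytometry, PE anti-B7-1 (FL2) versus Alexa647 anti-CD8 (FL8), PFA-fixed / Evaluation: percent CD8+ FL2 mean versus row control / Benchmarks: naked versus QL9-loaded vesicles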
# bCat nuc transl: modulators of beta-catenin nuclear translocation; nuclear translocation activity, % at 5 µM; 190,000 tested, 0.3% active; AID 1665; HeLa beta-catenin nuclear translocation, immunofluorescence imaging;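 active means nuclear translocation activity above 50% at 5 µM, with a well cell count of 50 or more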;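 further: per-cell ratio of nuclear to cytoplasmic median beta-catenin stain intensity; plate controls were DMSO negative control for no effect and GSK-3 inhibitor IX positive control for full effect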
#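 Test system: human HeLa cells, native beta-catenin. Compound dosing: 5 µM primary single dose, 0.1% DMSO, 0.02–20 µM confirmation series. Incubation: compound exposure 24 h at 37°C. Detection: beta-catenin immunostaining with DAPI counterstain, 20x imaging, 6 fields/well. Read-out basis: Nuclear/cytoplasmic beta-catenin signal ratio, % activation.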
# Dynein cargo inh: blocks dynein driven cargo transport along microtubules | 3617.4 mouse cells, GR-EGFP nuclear translocation imaging; test concentration mostly 20 µM; stimulated with dexamethasone, 1 µM; hits give low values | z-score, hits read low | 220,000 tested, 0.47% active;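 active means plate z-score of nuclear minus cytoplasmic receptor signal below a set negative limit, without overly bright fluorescence or cell loss, cut at about -3.5 in these data, passing the limit was not always enough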;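 further: z-score of nuclear minus cytoplasmic ring GR-EGFP intensity difference per well; some compounds called inactive have numbers as strong as hits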
#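 Buffer or medium: tetracycline-free induction medium containing charcoal-stripped FBS / Reagent: dexamethasone agonist, 1.0 µM final, for 30 min / Technique: automated 10x imaging of fixed Hoechst-stained cells / Times: induction 48 h, compound 1 h, agonist 30 min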
# WT yeast gro inh: growth inhibition of WT yeast, mitochondrial fusion screen; mitochondrial fusion phenotypic screen, WT strain; inhibition, % at 10 µM; 190,000 tested, 2.1% active; in the data active means inhibition above about 58%; tested in S. cerevisiae
# P. falciparum M17LAP: P. falciparum M17LAP inhibitors, primary screen, biochemical, fluorogenic H-Leu-NHMec substrate, 1536-well (AID 1619); recombinant M17LAP, H-Leu-NHMec fluorogenic kinetic assay; higher % means a stronger effect; one-dose inhibition, % at 30 µM; IC50 in µM for titrated hits; 220,000 tested, 0.38% active;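 active means compound inhibiting the enzyme by more than half at any dose during confirmatory dose-response retesting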;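 further: plate controls were full reaction with DMSO carrier for no effect and no enzyme background for full effect; strong numbers were not always called active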
# Yfh1-depleted yeast: mitochondrial function rescue without frataxin homolog – Friedreich's ataxia, plus single-dose screen, dose response (AID 1465). S. cerevisiae Yfh1-off respiration, WST-1 reduction, 72 h; higher fold induction means a stronger effect. fold induction at 50 µM; hits with a dose series show EC50 in µM. 220,000 tested, 0.074% active;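 active means fold induction of absorbance versus untreated yeast above a set limit, then at least 30% activation at any dose in follow-up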;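 further: activators that raise dye reduction in frataxin-depleted yeast; strong numbers were not always called active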
# MT stabilizer: microtubule stabilization, imaging screen; HeLa tubulin immunostaining HCS, 24 h; share of cells brighter than vehicle mean+2SD; % tubulin-high responders, % at 10 µM; 200,000 tested, 0.83% active;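 active means plate Z-score above 3 for both tubulin-high and condensed-nucleus cell shares, with cell loss under 80%, at 10 µM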;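 further: anti alpha tubulin signal scored within the nucleus-defined area of each cell; some results filed as inactive read as strong as hits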
# WT yeast gro inh mutant strain: further read-out of WT yeast gro inh, marked with its call; inhibition, %; mitochondrial fusion phenotypic screen, mutant strain inhibition
# Dynein cargo inh cytoplasmic EGFP: further read-out of Dynein cargo inh, marked with its call; z-score; measured here: cytoplasmic GR-EGFP intensity; hits give high values
# Dynein cargo inh nuclear GR-EGFP: further read-out of Dynein cargo inh, marked with its call; z-score; measured here: nuclear GR-EGFP intensity;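 lower value marks the stronger effect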
# Dynein cargo inh cell count: second read-out of Dynein cargo inh, no call of its own (marks repeat the call); z-score; measured here: cell count per field
# bCat nuc transl cell count 5 µM: second read-out of bCat nuc transl, no call of its own (marks repeat the call); cell count; measured here: cell count, cytotoxicity flag
# T cell modulator vesicle-bound %: recorded beside T cell modulator, whose call it bears; double positive events, %; measured here: CD8+ vesicle-bound cell fraction;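 binding gate set so that unloaded-vesicle control wells show 10% double positive cells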
# MT stabilizer Hoechst-high %: second read-out of MT stabilizer, no call of its own (marks repeat the call); % Hoechst-high responders; measured here: nuclear condensation Hoechst responders;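 share of cells brighter than vehicle mean plus two SD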
# MT stabilizer cytotoxicity %: also measured in MT stabilizer; calls as there; toxicity, %; measured here: cytotoxicity by cell density;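 0% = mean cell density of plate MIN control wells and 100% = no cells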
# Autophagy HCS cell loss 18 h: second read-out of Autophagy HCS, no call of its own (marks repeat the call); toxicity, %; measured here: cell loss, nuclei count;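 cell loss after 18 h compound exposure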
# * hit, by the source's call; i = inactive; / = not tested or not shown. The order is random, and some 4.4% of all compounds hit somewhere here.
no.	structure	P. falciparum M1AAP	Autophagy HCS	Autophagy HCS cell loss 18 h	T cell modulator	T cell modulator vesicle-bound %	bCat nuc transl	bCat nuc transl cell count 5 µM	Dynein cargo inh	Dynein cargo inh cytoplasmic EGFP	Dynein cargo inh nuclear GR-EGFP	Dynein cargo inh cell count	WT yeast gro inh	WT yeast gro inh mutant strain	P. falciparum M17LAP	Yfh1-depleted yeast	MT stabilizer	MT stabilizer Hoechst-high %	MT stabilizer cytotoxicity %
1	O=C(c1cc(F)ccc1F)C1CCCN(Cc2cccn2-c2ccccn2)C1 (stereo unspecified)	2.5%	/	/	i	13.2	1.2	1309	0.307	-0.263	0.137	0.192	/	/	-4.6%	i	/	/	/
2	COc1ccc(C(=O)NNC(=O)CCCCC(=O)NNC(=O)c2ccc(OC)cc2)cc1	4.0%	i	-2.8	i	4.2	3.3	987	-0.0479	-0.281	0.285	0.297	-9.0	9.7	-2.3%	i	2.7	2.4	7.4
3	O=C(NC(Cc1c[nH]c2ccccc12)C(=O)NCc1ccc(F)cc1)OCc1ccccc1 (stereo unspecified)	4.3%	i	1.1	i	41.2	0.8	999	0.153	-0.0847	0.595	-0.595	-6.6	-9.5	-7.7%	i	1.7	1.4	3.0
4	CC(C)N(C(=S)Nc1cc(S(=O)(=O)N2CCOCC2)ccc1Cl)c1ccccc1	5.5%	i	1.1	i	52.2	-2.0	1133	-0.363	-0.254	0.0435	0.404	-2.0	2.0	-1.0%	i	2.8	2.4	6.6
5	COC(=O)Cn1nnc(-c2cccc(OC)c2)n1	1.8%	i	9.8	i	6.8	-1.3	942	4.47	0.349	4.08	-3.16	-4.1	-10.9	15.3%	i	3.4	2.3	8.2
6	C=CCn1c(SCc2ccc(Cl)cc2)nc2cc(C(=O)N3CCC(C(N)=O)CC3)ccc2c1=O	1.4%	i	53.0	i	4.4	-4.4	560	-0.449	-0.2	-0.0463	1.08	13.9	13.5	8.4%	i	4.1	1.9	4.0
7	COC(=O)NNC(=O)C12CC3CC(CC(C3)C1)C2	2.5%	i	-1.4	i	51.1	/	/	-0.407	-0.222	-0.409	-0.0409	-0.1	0.8	-8.8%	/	7.3	2.0	6.3
8	CCCCc1nc(NCCNC(=O)c2ccco2)c(C#N)c2c1CSC(C)(C)C2	85.3µM*	i	0.2	i	2.6	3.5	1054	-0.124	-0.0175	0.276	0.524	7.2	11.3	14.4%	i	1.5	0.7	12.0
9	O=c1c2ccccc2nc2c3ccccc3c(NCc3cccnc3)nn12	7.6%	i	-4.8	i	52.9	-5.6	1095	1.48	-0.165	1.08	-0.873	13.3	3.6	1.5%	i	1.5	1.1	3.4
10	COc1ccc(N(CC(=O)Nc2cc(C)ccc2C)S(=O)(=O)c2ccccc2[N+](=O)[O-])c(OC)c1	-6.1%	i	13.7	i	42.0	0.2	1529	-0.298	-0.29	0.0165	0.527	-1.7	18.7	-2.2%	i	3.8	2.0	4.6
11	O=S(=O)(c1ccc(Cl)nc1)N1CCN(Cc2ccc3c(c2)OCO3)CC1	-5.4%	i	-0.2	i	56.2	-0.1	1138	-0.228	-0.0762	-0.0936	0.741	/	/	3.8%	i	5.4	1.8	5.5
12	Nc1nc(C(F)(F)F)c(Br)c(=O)n1N	0.3%	i	-5.7	i	38.1	0.9	1101	0.684	-0.218	0.241	-0.292	12.0	-1.7	7.1%	i	2.5	1.8	3.6
13	COc1ccc(-c2[nH]ncc2CN2CCCN(C(=O)c3ccco3)CC2)cc1F	-2.5%	/	/	i	49.4	-0.2	1272	-0.513	-0.143	-0.343	0.282	/	/	6.8%	i	/	/	/
14	Cc1ccsc1/C=N/NC(=O)c1ccncc1	15.5%	i	15.9	i	0.7	-1.3	1110	1.25	-0.0949	0.282	0.29	-4.3	-0.7	39.1%	i	2.1	1.5	8.2
15	COC(=O)c1ccccc1NC(=O)Nc1cc(C)ccn1	-5.1%	i	34.0	i	51.2	0.5	1490	1.3	-0.308	0.635	-0.229	2.2	-4.0	1.3%	i	2.0	1.5	2.6
16	CCN1CCN(CC(O)COc2ccc3c(C)cc(=O)oc3c2)CC1 (stereo unspecified)	8.2%	i	-0.9	i	57.1	-1.8	1094	-0.18	-0.345	0.0761	0.0888	-14.3	-25.4	-36.3%	i	2.3	2.9	0.1
17	O=C(NCCN1C(=O)S/C(=C/c2cccnc2)C1=O)C1CC(=O)N(Cc2ccccc2)C1 (stereo unspecified)	4.4%	i	-18.7	i	16.5	-3.0	1092	1.84	-0.208	0.921	-0.304	7.8	-7.0	23.7%	i	2.6	1.9	6.3
18	N#CCSc1nnc(Cc2ccc3c(c2)OCO3)o1	-0.3%	i	6.9	i	22.2	-5.5	976	-0.147	-0.473	0.335	0.905	9.0	2.7	10.3%	i	2.3	3.3	9.5
19	COc1cc(C(CCN2CCOCC2)c2c(OC)cc(OC)c3c2OC(=O)CC3c2ccc(N(C)C)cc2)cc(OC)c1OC (stereo unspecified)	11.7%	/	/	i	35.9	-1.4	1191	-0.233	-0.707	-0.156	0.258	/	/	13.1%	i	/	/	/
20	O=C(c1cccnc1)N1N=C(C2CC2)CC1(O)C(F)(F)F (stereo unspecified)	4.4%	i	-1.8	i	54.6	-0.4	1477	-0.213	-0.287	-0.199	0.699	8.9	10.6	1.3%	i	1.1	2.0	4.4
21	Cn1c(CNc2nc3ccccc3n2C)nc2ccccc21	-11.6%	i	-3.6	i	13.6	-4.6	977	1.15	-0.222	0.917	0.442	29.2	4.9	2.9%	i	2.3	2.2	0.3
22	O=C1Nc2ccccc2/C1=N\N=C\c1ccc(O)c(O)c1	18.9%	/	/	i	57.7	-0.1	1004	-0.357	-0.185	-0.257	-0.0774	/	/	11.3%	i	/	/	/
23	Cc1ccc2c(c1)-c1c(cnn1CC(=O)N(CCC#N)c1ccccc1)CO2	12.3%	i	11.6	i	62.6	/	/	-0.956	-0.209	-0.53	0.844	-12.2	-7.2	-3.7%	i	2.5	4.0	6.1
24	Cc1cc(OC(=O)c2cccs2)ccc1C(C)C	-2.3%	i	-9.8	i	47.8	/	/	0.911	-0.0673	0.611	-0.955	32.8	18.5	0.1%	i	1.8	1.2	10.2
25	Cc1ccc(C)c(OCc2nnc(SCC(=O)NC(=O)NCc3ccco3)o2)c1	5.4%	i	-1.7	i	49.4	-1.1	1116	-0.385	-0.121	0.00918	0.0925	6.8	15.3	1.4%	i	1.0	2.3	8.4
26	CCn1c(=O)c2cc(C(=O)N(C)c3ccccc3F)sc2c2ccccc21	3.0%	/	/	i	48.7	-4.1	1188	0.533	-0.261	-0.079	-0.436	/	/	-4.3%	i	/	/	/
27	CC(=O)NC(Cc1c[nH]c2ccccc12)C(=O)Nc1ccc2c(c1)OCO2 (stereo unspecified)	8.3%	i	-7.2	i	24.8	/	/	-1.25	0.111	-1.22	0.989	3.2	-19.7	5.6%	i	2.1	1.9	7.4
28	c1ccc2c(c1)nc(N1CCOCC1)c1ccccc12	2.9%	i	18.7	i	26.7	-1.3	987	-0.906	-0.239	-0.849	1.18	-3.5	-14.3	-10.6%	i	2.6	2.5	0.6
29	COC(=O)/C=C/c1ccc(OC(=O)OC)c(OC(=O)OC)c1	-0.9%	i	-3.9	i	32.5	0.4	907	0.0692	-0.222	-0.159	-0.217	-3.7	-0.3	4.0%	i	5.7	4.0	13.1
30	COC(=O)CSc1ccnc2cc(Cl)ccc12	0.3%	/	/	i	34.0	-0.8	1353	-0.0857	-0.216	0.339	0.829	/	/	0.7%	i	/	/	/
31	Fc1ccc(C2N(c3ccccc3)C(=S)N3CCCN23)cc1 (stereo unspecified)	-2.5%	/	/	i	44.1	0.6	1323	1.12	-0.172	1.14	-1.12	/	/	3.0%	i	/	/	/
32	CC(CNc1ccccc1O)C(=O)O (stereo unspecified)	9.4%	i	-2.0	i	43.6	/	/	-0.369	6.45	0.565	-0.576	-0.7	-7.4	14.2%	i	3.1	3.9	7.8
33	CCOc1cc(NC(=S)Nc2ccc(Cl)cc2)c(OCC)cc1NC(C)=O	2.4%	i	-6.2	i	49.2	-1.8	993	-0.423	-0.265	0.015	0.354	35.4	5.3	-8.7%	i	1.3	1.1	5.2
34	COc1ccccc1C(=O)NCCC(=O)N1CC(=O)Nc2ccccc21	-14.6%	i	-7.3	i	38.1	/	/	-0.715	0.288	0.0211	-0.17	-0.2	11.7	-2.5%	i	4.8	2.8	10.6
